BRCA1 expr up – BRCA1 expression activation. MCF7-BRCA1-FFLuc reporter, luminescence, 48 h; response scale: scaled: vehicle 0%, 10 µM genistein 100%. Potency, µM (highest dose often 46.1 µM), without a hit: at the top dose activation, hits mostly activators. hit rate 1.1% among 380,000; active = well fitted activation curve with a large enough effect; inconclusive = small, poorly fitted or top-dose-only effect; inactive = no such curve, though single readings can be large or run the other way; also: nearly all actives have a fitted effect of over 80% in size; some results filed as inactive show a strong effect at the top dose
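MCF7-BRCA1-FFLuc, 2000 cells/well; 2 h attach, 37 °C/5% CO2; compound 48 h; luciferase substrate 15 min; luminescence end-point. Norm. to genistein 10 microM max activation and DMSO; concentration-response curves fitted.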
Starred values were filed as active, the others as inactive; ? = inconclusive. Potency is read from the fitted curve at half-maximal effect.

| structure | BRCA1 expr up |
| --- | --- |
| O=c1[nH]c(SCc2ccc(OC(F)(F)F)cc2)nc2c1CCC2 | 3.5% |
| COc1ccc([C@H]2C[C@@H](O)[C@H](n3cc(C4CC4)nn3)CN2C(=O)C2CCCCC2)cc1 | -13.2% |
| CC(=O)[C@H]1CC[C@H]2[C@@H]3CC=C4C[C@@H](OS(=O)(=O)O)CC[C@]4(C)[C@H]3CC[C@]12C | 3.2% |
| CN(C)CCNc1nc(-c2ccccc2CO)c2sccc2n1 | 0.0% |
| C[C@H](NC(=O)[C@@H]1CCCN1C(=O)OC(C)(C)C)c1ccccc1 | 0.0% |
| COc1ccc(NC(=O)C2Cc3c(-c4cccc(F)c4)ccnc3O2)cc1 (stereo unspecified) | -22.9% |
| O=C(NCc1ccccc1)C1=C[C@H](C2CCCCC2)C[C@H](OCCCCO)O1 | -5.1% |
| CCC1(CC)NC(=S)NC1=S | -3.7% |
| C=CC(=O)Nc1cccc(Nc2nc(N[C@H]3CC[C@H](N(C)C)CC3)nc3c2ncn3C(C)C)c1 | ? |
| Cc1nc(NCc2ccco2)c2cn[nH]c2n1 | 0.0% |
| O=c1cc(CN2CCCC2)c2c(ccc3ccccc32)o1 | -38.7% |
| Cc1cccc(OCCC(=O)OCC(=O)N2c3ccccc3NC(=O)C2(C)C)c1 | -6.7% |
| CCNC(=O)c1ccc2nc(-c3ccccc3)c(-c3ccccc3)nc2c1 | 9.9% |
| CC(C)NC(=O)N(C)C[C@H]1OCc2cnnn2CCCC(=O)N([C@H](C)CO)C[C@@H]1C | 12.3% |
| CC(=O)NC(c1cccc(F)c1)c1nc(-c2ccccc2C)cs1 (stereo unspecified) | 2.7% |
| COc1ccc2c(c1)CC=C1C2CCC2(C)C(=O)C(=NO)CC12 (stereo unspecified) | 12.9% |
| Cc1csc(N2CCCC2c2nc3cc(Cl)c(N4CCCCC4)cc3n2CCCO)n1 (stereo unspecified) | 0.0% |
| C[C@H]1CN([C@@H](C)CO)S(=O)(=O)c2ccc(C#CC3CC3)cc2O[C@H]1CN(C)C(=O)c1cccnc1 | -19.3% |
| CN1CCN(S(=O)(=O)c2ccc(C(=O)NC3CCCCC3)cc2)CC1 | 20.1% |
| Nc1ccc(C2(c3ccc(N)cc3)c3ccccc3C(=O)c3ccccc32)cc1 | -41.3% |
| N#CC(=C(O)CN1CCN(c2ccccc2F)CC1)c1nc(-c2ccc(Cl)cc2)cs1 | -43.9% |
| COc1ccc([C@H]2C[C@H](n3cc(-c4ccc(F)cc4)nn3)[C@@H](O)CN2C(=O)C2CCCCC2)cc1 | -20.5% |
| COc1ccc([C@H]2C[C@@H](n3cc(C4CC4)nn3)[C@H](O)CN2CC2CCCCC2)cc1 | -28.9% |
| O=c1oc2ccccc2c(O)c1Sc1ccc(Cl)cc1 | -22.9% |
| CCCCS(=O)(=O)NC(=O)C1(C)CCN1C(=O)C/C=C/c1ccccc1 (stereo unspecified) | -2.0% |
| O=C1NCCN(CC2CCN(CC3CCCC3)CC2)C1=O | 3.1% |
| C=CCOc1cccn2c(N(C)C(=O)c3ccncc3)c(CC)nc12 | 13.5% |
| CCc1nc2c(OCc3ccccc3C)cccn2c1N(C)C(=O)c1ccco1 | 0.0% |
| CC1(C(=O)NS(=O)(=O)c2ccc(Cl)s2)CCN1C(=O)Cc1ccc(-c2ccccc2)cc1 (stereo unspecified) | -5.5% |
| C1CC(=NN=C2CCSCC2)CCS1 | -3.3% |
| CC(C)CNc1ncnc2c1ncn2[C@H]1CN(Cc2ccco2)C[C@@H](CO)O1 | 0.0% |
| N#Cc1ccc(C(=O)N2CCC3CC2c2cc(N4CCCCC4)ccc23)cc1 (stereo unspecified) | -12.1% |
| Cc1ccc([C@H]2C[C@H](O)[C@@H](n3cc(-c4ccc(F)cc4)nn3)CN2Cc2cccs2)cc1 | -32.6% |
| Cc1cccc(/N=C/c2ccccn2)n1 | 8.3% |
| CC(C)C1C(=O)N(Cc2cn(CCC3OCCO3)nn2)CCS(=O)(=O)N1Cc1ccc(-c2ccc(Cl)c(Cl)c2)cc1 (stereo unspecified) | -60.7% |
| CC(=O)C1CCC2C3CCC4CC(OC(=O)CCC(=O)O)CCC4(C)C3C(=O)CC12C (stereo unspecified) | 9.3% |
| CC(C)(C)NC(=O)C1c2ccccc2OCC(=O)N1Cc1ccccc1 (stereo unspecified) | 21.5% |
| CC(=O)NC(c1cccc([N+](=O)[O-])c1)c1c(OC(C)=O)ccc2ccccc12 (stereo unspecified) | -27.6% |
| Clc1ccc(-n2nnnc2Sc2ncnc3sccc23)cc1 | -91.4% |
| COc1ccc(C(=O)c2[nH]c(N)c(C(=O)NCCc3c[nH]c4ccccc34)c2-c2ccccc2Br)cc1 | -56.6% |
| CCCOc1ccc(F)cc1-c1cc(C(=O)Nc2ccc(OC)c(OC)c2)[nH]n1 | -5.5% |
| CC(C)OC(=O)N(C)C[C@@H]1OCc2cnnn2CCCC(=O)N([C@H](C)CO)C[C@@H]1C | 1.6% |
| CN(C(=O)c1cccc(NC(=O)Cc2cccc(NC(=O)C3CCN(C(=O)C4CCCCC4)CC3)c2)c1)C1CCC1 | -4.8% |
| NS(=O)(=O)c1ccc(CCNC(=O)COC(=O)Cc2ccc(Cl)cc2)cc1 | -15.7% |
| COc1ccccc1CCn1cnc(Cc2ccccc2)c1C(C)C | -41.1% |
| Cc1cc(C)n(CCNC(=O)[C@H]2O[C@@H](n3cnc4c(N)ncnc43)[C@H](O)[C@@H]2O)n1 | 10.2% |
| Cc1cc(C)cc(Cn2c3ccc(NC(=O)NCCc4cccs4)cc3c(=O)n2C)c1 | -21.7% |
| CCCCN1CCCCC1(C)C(=O)NCc1cccs1 (stereo unspecified) | -0.7% |
| COc1cc(C(O)c2nc(-c3ccc(C)c(C)c3)cs2)ccc1F (stereo unspecified) | 11.9% |
| CCS(=O)(=O)C1C(=O)N(C)C(S(=O)(=O)CC)C(=O)N1C (stereo unspecified) | -2.3% |

More records:
| structure | BRCA1 expr up |
| --- | --- |
| O=C(/C=C/[C@H]1O[C@@H](n2ccc(=O)[nH]c2=O)[C@H](O)[C@@H]1O)NCc1ccc2c(c1)OCO2 | 4.9% |
| COc1ccc(-c2c(C3=CCCCC3)oc3ccc(-c4ccc5c(c4)OCO5)cc23)cn1 | -19.7% |
| CCCCC[C@@H]1[C@H]2[C@H]3C(=O)N(c4ccccc4)C(=O)[C@H]3CC(=O)[C@H]2[C@H](c2ccccc2)N1S(=O)(=O)c1ccc(C)cc1 | 15.2% |
| COc1ccc(NC(=O)N(C)[C@H]2C[C@H]3c4[nH]c5ccccc5c4CCN3C(=O)[C@H]2CO)cc1 | 23.2% |
| O=C(NCc1ccco1)c1cc(-c2ccccc2)nn1CC1CC(c2cccnc2)=NO1 (stereo unspecified) | 1.6% |
| CC(CCC(=O)NN)C1CCC2C3CCC4CC(O)CCC4(C)C3CCC12C (stereo unspecified) | -16.7% |
| Clc1ccccc1NN=Cc1ccccn1 | 37.1% |
| CC1(CO)CCCC1NCCNC1CCCC1(C)CO (stereo unspecified) | -7.8% |
| CN(CC(=O)Nc1ccc(F)c(F)c1F)C(=O)c1cc(S(=O)(=O)N(C)C)ccc1N1CCCC1 | -25.7% |
| NC(Cc1ccc(Cl)cc1)c1csc(Nc2ccc(S(N)(=O)=O)cc2)n1 (stereo unspecified) | -11.3% |
| C[C@@H]1CN([C@H](C)CO)C(=O)CCCn2cc(nn2)CO[C@H]1CN(C)S(=O)(=O)c1cccs1 | -4.4% |
| C#Cc1ccc(NC(=O)C2(C)CCN2C(=O)c2cc(C)n(C)n2)cc1 (stereo unspecified) | 20.5% |
| C[C@H](CO)NC(=O)c1[nH]cnc1C(=O)Nc1cccc(Cl)c1 | -32.3% |
| O=C1CNC(c2ccccc2)C(c2ccccc2)N1 (stereo unspecified) | 4.5% |
| COc1ccc(S(=O)(=O)Nc2cc3c4c(c2)CC(=O)N4CCC3)cc1OC | -24.0% |
| CC[C@H](C)[C@H]1CNC(=O)C(=O)N1CC1CCN(CC2CCC(C)CC2)CC1 (stereo partly specified) | 5.8% |
| O=S(=O)(Nc1ccc(C(O)(C(F)(F)F)C(F)(F)F)cc1)c1cccc2ccccc12 | 0.0% |
| C[C@H](NC(=O)COc1ccccc1)C(=O)OCC(=O)c1cc2ccccc2o1 | -37.4% |
| O=C(NCCc1nnc2ccc(N3CCCC3)nn12)c1ccccc1 | 30.3% |
| C[C@H]1[C@@H](c2ccccc2)Oc2ccc(Cl)cc2S(=O)(=O)N1Cc1ccc(F)cc1F | 12.2% |
| CCCCN1C=C(C(C)=O)C(=O)CC1 | 11.8% |
| COc1ccc(/C=N\NC(=O)c2cccc(F)c2)cc1COc1ccccc1 | -57.4% |
| CCOC(=O)c1cnc(Nc2nc3ccccc3o2)nc1CSc1nnc(C)s1 | 5.01µM* |
| CSc1ccc(CN2CCC2(C)C(=O)NCc2cccc(C(F)(F)F)c2)cc1 (stereo unspecified) | -18.3% |
| CCOC(=O)[C@]12CCCC=C1N(Cc1cccc3ccccc13)C(=O)[C@H](CC(=O)N1CCN(C(=O)C3CC3)CC1)C2 | 9.9% |
| CCNC(=O)C1(C)CCN(Cc2ccccc2C#N)C1 (stereo unspecified) | 16.2% |
| CN(C)CCOc1ccc2c(c1)C(=O)C(=Cc1ncc([N+](=O)[O-])n1C)C2 | -78.8% |
| O=C(C(=O)c1ccc(O)c(O)c1)c1ccc(O)c(O)c1 | 8.1% |
| Cc1cc2ccccc2nc1-c1ccccc1F | 34.8% |
| Nc1[nH]c(C(=O)c2ccccc2)c(-c2c(F)cccc2F)c1C(=O)c1ccc(Cl)c(Cl)c1 | -58.9% |
| CC1(C(=O)NCc2ccc3c(c2)OCO3)CCN1CCc1ccccc1 (stereo unspecified) | -15.5% |
| COc1ccc(OC)c(NC(=O)c2cccc(NC(=O)c3ccco3)c2)c1 | -2.8% |
| CCCCCCCCN1[C@@H](CC(=O)OCC)c2ccc(C(F)(F)F)cc2S1(=O)=O | -22.3% |
| CSc1nc(=O)n(CCC#N)nc1SC | -5.7% |
| CC1CC(C)CN(c2nc3c(c(=O)n(C)c(=O)n3C)n2CCSc2nc3ccccc3o2)C1 (stereo unspecified) | -5.1% |
| O=C(NNc1c(Cl)cccc1Cl)c1sc2ccccc2c1Cl | 11.4% |
| COc1ccccc1Cn1c(=O)oc2ccccc21 | -5.5% |
| Cc1cc(Br)cn2c(Cc3ccsc3)c(-c3cccc(Cl)c3)nc12 | -15.2% |
| COc1ccc(OC)c(CN2C(=O)c3ccccc3C2c2nnnn2-c2c(C)cccc2C)c1 (stereo unspecified) | -7.4% |
| COc1ccc(S(=O)(=O)N2CCCCC2c2cc(C(=O)NCc3ccccc3)no2)cc1 (stereo unspecified) | -21.7% |
| COCCNC(=O)C1(C)CCCN(Cc2cc3ccccc3o2)C1 (stereo unspecified) | 1.6% |
| O=C(NC1CCCc2c1cnn2-c1ccccc1F)c1ccncc1 (stereo unspecified) | -6.0% |
| COc1ccc(CCNC(=O)Nc2nc(C(N)Cc3ccccc3)cs2)cc1OC (stereo unspecified) | -36.9% |
| CC1(C)OC(=O)C2=C(C[C@@H](C3CC3)O[C@H]2CCc2cccc(Cl)c2)O1 | 16.0% |
| CCOC(=O)C1=C(C(=O)OCC)N(Cc2ccccc2)CCC1=O | 14.9% |
| COc1ccc(CNC(=O)O[C@H]2C[C@@H]3C(=O)N(c4ccccc4)C(=O)[C@@H]3[C@@H]3CN(S(=O)(=O)c4ccc(C)cc4)C[C@]23O)cc1OC | 8.6% |
| Cc1cc(Br)cn2c(Cc3ccccc3)c(-c3cccc(Br)c3)nc12 | -23.6% |
| Oc1cccc2ccc[n+](CC(O)CBr)c12 (stereo unspecified) | 8.1% |
| Cc1ccccc1S(=O)(=O)N(C)C[C@@H]1OCc2cnnn2CCCC(=O)N([C@@H](C)CO)C[C@H]1C | 0.0% |
| COc1ccccc1-c1cnc(C(O)c2ccc(F)c(F)c2)[nH]1 (stereo unspecified) | 89.2% |

Additional records.
| structure | BRCA1 expr up |
| --- | --- |
| CCOC(=O)n1cnc2nc(N)nc(SC)c21 | -6.1% |
| O=c1[nH]snc1-c1c(Cl)cccc1Cl | 4.3% |
| C#CCNC(=O)C1=C[C@@H](c2ccc3c(c2)OCO3)C[C@@H](OCCCCO)O1 | -8.4% |
| O=C(OCc1cn([C@@H]2CN(C(=O)c3cccs3)[C@@H](c3ccccc3)C[C@H]2O)nn1)c1ccccc1 | 9.8% |
| COc1ccc([C@H]2C[C@@H](O)[C@H](n3cc(COC(=O)c4ccccc4)nn3)CN2Cc2cccs2)cc1 | -8.3% |
| CC(=O)Oc1cc(C(=O)OCC(=O)NC23CC4CC(CC(C4)C2)C3)cc(OC(C)=O)c1OC(C)=O | -18.5% |
| COc1ccc(C(=O)N2CCC(C)(C(=O)NS(=O)(=O)C3CC3)C2)cc1 (stereo unspecified) | 9.1% |
| CCNC(=O)C1(C)CCN(C(=O)c2c(F)ccc(C)c2F)C1 (stereo unspecified) | 7.7% |
| O=C(O)c1ccc([N+](=O)[O-])cc1-c1cc([N+](=O)[O-])ccc1C(=O)O | -8.0% |
| CCOc1ccccc1CNn1cnnc1SCC(=O)NC(C)(C)C | -6.7% |
| COc1cccc(/C=C/c2nc3ccccc3nc2/C=C/c2cccc(OC)c2OC)c1OC | 8.9% |
| C[C@@H]1CN([C@@H](C)CO)C(=O)CCCn2nncc2CO[C@@H]1CN(C)C(=O)c1ccccc1 | 0.4% |

In the list so far, 4 contain bromine:
| structure | BRCA1 expr up |
| --- | --- |
| COc1ccc(C(=O)c2[nH]c(N)c(C(=O)NCCc3c[nH]c4ccccc34)c2-c2ccccc2Br)cc1 | -56.6% |
| Cc1cc(Br)cn2c(Cc3ccsc3)c(-c3cccc(Cl)c3)nc12 | -15.2% |
| Cc1cc(Br)cn2c(Cc3ccccc3)c(-c3cccc(Br)c3)nc12 | -23.6% |
| Oc1cccc2ccc[n+](CC(O)CBr)c12 (stereo unspecified) | 8.1% |

Screening data deposited in PubChem by National Center for Advancing Translational Sciences (NCATS).

Not all compounds are listed. The share of hits here may be higher or lower than overall.
